From PubChem
BAZ2B block = inhibitors of human BAZ2B bromodomain | Q9UIF8 | AlphaScreen BAZ2B-H3K14Ac peptide displacement | Potency, µM (series often up to 114 µM), for the others: at the top dose activity change, negative = inhibition, actives largely listed as inhibitors | 360,000 tested, 4.4% active; note: potency is the fitted concentration of half-maximal effect; % is set by controls: 0 for no effect and ±100 for the full control effect; nearly all actives have a fitted effect of over 60% in size
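AlphaScreen luminescence quantifies BAZ2B engagement of H3K14Ac peptide; the protein and biotinylated peptide are both at 50 nM final, buffer PBS pH 7.4 with 0.01% Tween-20, all steps at room temperature.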
RGS4 inh = inhibitors of human regulator of G protein signaling 4 | P49798 | Transcreener GDP fluorescence polarization, RGS4-accelerated GTP hydrolysis | Potency, µM (doses to about 114 µM), without a hit: top-dose activity change, negative = inhibition, hits mostly inhibitors | 390,000 tested, 0.039% active | AID 504845; note: potency is the fitted concentration of half-maximal effect; % is set by controls: 0 for no effect and ±100 for the full control effect; nearly all actives have a fitted effect of over 75% in size; some results filed as inactive show a strong effect at the top dose
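MLSMR compounds (23 nl, pin-transferred) preincubated 10 min at room temperature with a 500nM (2x) first reagent, then RGS4 at 900nM (2x) plus Transcreener GDP mix added; fluorescence polarization (620/688 nm) read before and after 90 min at 30 °C.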
G9a block = G9a (human) methyltransferase inhibition | Q96KQ7 | G9a H3K9 monomethylation, AlphaScreen, 2 h | Potency, µM (highest dose often 102 µM), inactives show at the top dose activity, negative = inhibition, usual class: inhibitors | 350,000 tested, 8.8% active | AID 504332; note: potency is the fitted concentration of half-maximal effect; % is set by controls: 0 for no effect and ±100 for the full control effect; nearly all actives have a fitted effect of over 75% in size
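Readings reflect AlphaScreen signal from monomethyl-H3K9 antibody detection. HMT at 20 nM; substrate b-H3K9 500 nM; cofactor SAM 20 uM; 2 h RT reaction; compounds tested as titrations in qHTS with 15 min preincubation.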
PI4K2A inh = blocks human PI4K2A kinase activity | purified PI4K2A, ADP-Glo luminescence, 1 h; active compounds read low | activity change, negative = inhibition, % at 76.9 µM | 420,000 tested, 0.13% active; in the data active = activity change below about -50%; inconclusive = mostly about -30% to -49%;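 note: -100% = wells without enzyme as full effect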
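Compounds are screened against recombinant PI4K2A using PI as substrate and ATP, the latter dispensed at 300 microM. Reactions run one hour at ambient temperature before ADP-Glo detection; full inhibition defined by wells lacking enzyme.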
ALOX12 inh = ALOX12 (human) lipoxygenase inhibition; P18054; purified 12hLO, xylenol orange hydroperoxide absorbance; Potency, µM (top dose mostly 108 µM), for inactives: top-dose activity change, negative = inhibition, most hits filed as inhibitors; 580,000 tested, 1.1% active; AID 1671190; note: potency is the fitted concentration of half-maximal effect; % is set by controls: 0 for no effect and ±100 for the full control effect
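Purified human 12hLO at 150 nM in 25 mM Hepes, 0.01% Triton X-100, pH 7.0, preincubated 15 min at room temperature with compound. Reaction started with 40 uM arachidonic acid, 30 min at room temperature. Hydroperoxide measured by Fe-xylenol orange, 573/405 nm absorbance ratio.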
HP1b chromo inh = inhibitors of HP1-beta chromodomain binding to methylated histone tails | P83916 | Potency, µM (highest dose often 114 µM), for inactives: at the top dose activity change, negative = inhibition, most hits filed as inhibitors | 390,000 tested, 0.56% active | AlphaScreen HP1-beta / biotin-H3K9me3 peptide binding; note: potency is the fitted concentration of half-maximal effect; nearly all actives have a fitted effect of over 70% in size; inactives centre near 23
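AlphaScreen: HP1-beta (50 nM) preformed 30 min with biotin-H3(1-18)K9me3 peptide (50 nM) in PBS pH 7.4, 0.01% Tween-20. Compound added for 30 min at RT, then streptavidin donor/nickel chelate acceptor beads (10 ug/mL) for 30 min.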
GLS inhibitor = glutaminase GLS (human) inhibition | O94925 | GLS enzymatic activity, qHTS titration | Potency, µM (series often up to 45.5 µM), without a hit: at the top dose activity change, negative = inhibition, usual class: inhibitors | 410,000 tested, 0.21% active; note: potency is the fitted concentration of half-maximal effect; % is set by controls: 0 for no effect and ±100 for the full control effect
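Compounds were pin-transferred onto hKGA, after which L-glutamine (1 mM solution) and a detection mix of glutamate oxidase, HRP and Amplex Red were added. Initial and 30 min RT fluorescence reads were collected.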
ERG Ets-DNA blk = blocks human ERG Ets domain binding to DNA | P11308 | AID 624246 | fluorescence polarization, His-ERG Ets domain / labelled DNA | Potency, µM (highest dose often 76.9 µM), for the others: top-dose FP activity, negative = inhibition, usual class: inhibitors | 370,000 tested, 0.028% active; active = well fitted inhibition curve with a large enough effect in the polarisation, with a control signal flat; inconclusive = small, poorly fitted or top-dose-only effect, or effect the other way, or a change in a side signal; inactive = no such curve, though single readings can be large or run the other way; the % refers to the polarisation;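 note: polarization taken with two DNA probes labelled with fluorescein and Texas red; potency is the fitted concentration of half-maximal effect; % of control where 0% means no effect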
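His-tagged ERG Ets domain (1 uM in the protein solution; 300mM KCl, 50mM Tris-HCl, 1mM EDTA, 1mM DTT, pH 7.5) received compound, then a probe mix of 5 nM fluorescein-DNA and 100nM Texas-615-DNA. Fluorescence polarization was read for both dyes.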
JMJD2A Tudor inh = inhibitors of human JMJD2A Tudor domain; AID 504339; O75164; AlphaScreen JMJD2A-Tudor / H3K4me3 peptide binding; Potency, µM (doses to about 114 µM), for inactives: at the highest dose activity change, negative = inhibition, most hits filed as inhibitors; 390,000 tested, 4.4% active; note: potency is the fitted concentration of half-maximal effect; % is set by controls: 0 for no effect and ±100 for the full control effect; nearly all actives have a fitted effect of over 50% in size
An asterisk follows results filed as active; i = inactive; ? = inconclusive; . = not tested or not shown; & = joins results of further samples; [ ] = remark or other dose. Unless noted, calls come from the whole dose curve; as a rule, active = well fitted curve in the direction sought with a large enough effect; inconclusive = small, poorly fitted or top-dose-only effect, or another doubt; inactive = no such curve, though single readings can be large; an effect the other way counts as inactive or inconclusive. Only part of the results is shown, so the mix of outcomes need not match the whole.

Order of results – ALOX12 inh	BAZ2B block	GLS inhibitor	HP1b chromo inh	G9a block	RGS4 inh	JMJD2A Tudor inh	PI4K2A inh	ERG Ets-DNA blk
COc1cc(O)cc2occ(-c3ccc(O)cc3)c(=O)c12
 : -17%	-18%	12%	10%	?	-10%	-14%	-9	-5%
COc1ccc(CNC(=O)Nc2ccc(C)cc2)cc1
 : 0%	23%	7%	39%[activator]	1%[12.7 µM]	-15%	-6%	1	-1%
Nc1nc(SCC(=O)NCc2ccc3c(c2)OCO3)n[nH]1
 : 6%	-17%	17%	42%[activator]	-3%	13%	-10%	0	-16%
COc1ccc(F)cc1CN1CCN(C(=O)CCC(=O)Nc2nnc(C(C)C)s2)CC1
 : 0%	12%	-8%	31%	31%[59 µM]	-3%	-4%	4	5%
COCCNC(=O)c1ccc(CN2CCc3ccccc3C2)cc1
 : -3%	0%	11%	1%	5%	-1%	-9%	-3	-5%
COCCN(CC(=O)Nc1cccc(C)c1C)C(=O)c1oc2ccccc2c1C
 : 46%[activator]	.	-9%	28%	.	8%	-10%	7	-10%
COc1ccccc1C(=O)NC(CCSC)C(=O)N1CCN(C(C)=O)CC1 (stereo not drawn)
 : 5%	3%	-5%	48%[activator]	8%[12.7 µM]	-14%	2%	4	-3%
COc1cccc(C(=O)Nc2ccc(N(C)C)cc2)c1OC
 : ?	50µM*	7%	?	?	-22%	56µM*	-2	-11%
CCOC(=O)c1ccc(-n2cc(C(=O)c3cccnc3)nn2)cc1
 : 148%[activator]	3%	-5%	56%[activator]	0%	-35%	-14%	3	13%
Cc1ccc(-c2cc3ncc4c(n3n2)-c2cc(C)ccc2OC4)cc1
 : -2%&-3%	6%	7%	46%[activator]	36%[59 µM]	-5%	17%	-4	-1%
COc1cc(Cl)c(C)cc1NC(=O)CCCN1C(=O)CCC1=O
 : 3%	4%	0%	21%	-41%[59 µM]	-36%	-11%	-2	-8%
Cc1ccccc1S(=O)(=O)NCC1CCCO1 (stereo not drawn)
 : -28%	5%	3%	15%	4%	8%	-9%	-3	12%
CCc1cccc2c(C#N)cn(CCOc3ccccc3OC)c12
 : 0%	10%	0%	24%	47%[activator]	4%[11.4 µM]	7%[57.1 µM]	5	4%
CCCNc1nc(Cl)nc(NC(C)(C)C)n1
 : ?	2%	27%	23%	-5%	-1%	7%	-3	-5%
CCN=C1NN=C(c2ccc(C)cc2)CS1
 : ?	-32%	-3%	-3%	32µM*	-26%	-33%	1	.
CC(=O)c1ccc(S(=O)(=O)Nc2ccc(-c3cn4c(n3)SCC4)cc2)cc1
 : -9%	-16%	6%	-1%	-14%	1%[11.4 µM]	?	-5	2%
CC(=O)N=c1ncn(CC(COC(C)=O)OC(C)=O)c2nc[nH]c12 (stereo not drawn)
 : -3%	-27%	-4%	67%[activator]	7%	-8%	-10%	1	-5%
CSc1nc(N)n2nc(-c3ccccc3)cc2n1
 : i	2%	10%	30%	7%	11%	-6%	-23	-13%
CCc1ccc(-n2nc(CO)c(C(=O)NC)n2)cc1
 : -11%	-1%	-2%	19%	8%[59 µM]	-4%	-7%	-3	-2%
CCOC(=O)c1ccccc1NC(=O)CN1CCC(n2nnc3cc(C(F)(F)F)ccc32)CC1
 : -6%	-4%	-4%	17%	-11%[59 µM]	18%	1%	3	5%
CCn1c(CN2CCC(C)CC2)nc2cc(NC(=O)c3ccc([N+](=O)[O-])cc3)ccc21
 : -2%	-2%	-1%	20%	-3%[59 µM]	3%	-12%	1	1%
COc1ccc([C@H]2CC(=O)C=C(c3ccc(CNC(=O)OC(C)(C)C)cc3)C2)cc1
 : -5%	-10%	2%	21%	7%[2.33 µM]	10%	-28%	-3	8%
O=C(c1ccoc1)N1CCCC(N2CCN(c3cccc(Cl)c3)CC2)C1 (stereo not drawn)
 : -6%	-38%	1%	15%	6%	-19%	-22%	-3	-13%
Cc1cc(CNC(=O)C2CCC(=O)N(Cc3ccccc3F)C2)on1 (stereo not drawn)
 : 0%	0%	7%	18%	.	9%	4%	-2	-6%
CCOC(=O)c1ccccc1NC(=O)CSc1nnc(C)c(=O)[nH]1
 : -8%	-1%	17%	11%	16%	12%	1%	-3	9%
N#Cc1ccc(OCc2nnc3n2CCCCC3)cc1
 : 4%	-4%	-1%	19%	27%[0.0925 µM]	34%	-5%	1	-2%
Cn1cnnc1SCC(=O)Nc1sc2c(c1C(N)=O)CCC2
 : ?	50µM*	-32%	?	?	?	63µM*	-27	.
O=C(NCCc1c[nH]c2ccccc12)C(=O)NCC(c1ccco1)N1CCN(c2ccccc2F)CC1 (stereo not drawn)
 : .	0%	9%	5%	15%[59 µM]	-6%	-13%	-4	-6%
O=C(Oc1cccc(C(=S)N2CCOCC2)c1)c1cccc([N+](=O)[O-])c1
 : -14%	-38%	0%	-19%	45µM*	-13%	-32%	4	-2%
Cc1cn(C2CCCO2)c(=O)nc1N (stereo not drawn)
 : -5%	.	2%	50%[activator]	.	-26%	5%	5	.
CCCCCC/C=C/c1ccc([C@H]2[C@H]3C=CC[C@@H](C)[C@@H]3C(=O)N2Cc2ccccc2)c(F)c1
 : 0%	3%	-3%	55%[activator]	17%[59 µM]	-5%	-3%	3	16%
CCOC(=O)c1cnn(-c2ncnc3c2oc2ccccc23)c1N
 : 11%	4%	0%	24%	-7%[12.7 µM]	-3%	-4%	-3	-1%
Cc1ccc(C(=O)OCC(=O)N2CC(=O)Nc3ccccc32)s1
 : 5%	-3%	-7%	43%[activator]	-4%	3%	-15%	-1	10%
O=C1NC[C@H](Cc2ccccc2)N(C[C@H]2CCCN2C[C@H](Cc2ccccc2)N2C[C@H](Cc3ccccc3)N(CCc3ccccc3)C(=O)C2=O)C1=O
 : ?	.	-1%	27%	.	-37%	-32%	2	-1%
COc1ccccc1NS(=O)(=O)c1ccc(C)c(C(N)=O)c1
 : -30%	-1%	16%	50%[activator]	-35%	-15%[56.9 µM]	-5%[57.1 µM]	-5	9%
CCCCCN(C(=O)COC(=O)c1ccc(Br)o1)c1c(N)n(CCCC)c(=O)[nH]c1=O
 : 0%	-8%	3%	26%	7%[59 µM]	-6%	-12%	4	-3%
CC1CN(CC(=O)NCc2ccc(F)cc2)CC(C)O1 (stereo not drawn)
 : -43%	-1%	8%	4%	4%	-1%	-11%	-20	8%
COc1ccccc1NC(=O)c1ccccc1NC(=O)c1cccs1
 : 1%	-3%	3%	9%	-1%	17%	-4%	-2	10%
CCC(=O)NC(=S)Nc1ccc(NC(=O)c2ccc(Br)o2)cc1
 : -8%	-14%	2%	50%[activator]	?	-46%	-10%	-1	-21%
O=C(O)c1ccccc1NS(=O)(=O)c1ccc(NNC(=S)Nc2ccc(OC(F)F)cc2)c([N+](=O)[O-])c1
 : 3.5µM*	7.9µM*	?	10µM*	10µM*	?	25µM*	-18	1%
COC(=O)c1cc(CN2CCN(c3ccccc3C)CC2)ccc1O
 : ?	56µM*	11%	?	7.1µM*	-12%	2µM*	6	-4%
Cc1ccc(NC(=O)CCCSc2ccccc2)cc1S(=O)(=O)N1CCOCC1
 : -10%	-17%	5%	27%	-15%	3%	-19%	-4	0%
Cc1cccc(-n2c(=O)cc(N3CCN(c4ccc(F)cc4)CC3)[nH]c2=O)c1
 : ?	-4%	18%	19%	?	-7%	-21%	-3	10%
COc1cccc(CN2CCN(Cc3nc(-c4cccs4)oc3C)CC2CCO)c1 (stereo not drawn)
 : -7%	-11%	0%	17%	.	17%	-15%	3	-2%
O=C(Cc1ccc([N+](=O)[O-])cc1)NCc1ccccn1
 : 7%	-5%	0%	44%[activator]	55%[activator][12.7 µM]	5%	-5%	-1	-7%
COc1cccc(NC(=O)Nc2ccc3c(c2)nnn3C)c1
 : 95%[activator]	1%	0%	39%[activator]	4%[59 µM]	11%	7%	-6	-1%
CCOc1cc(CC(=O)N[C@@H](CC(C)C)c2ccccc2N2CCCCC2)ccc1C(=O)O
 : -4%	-24%	19%	36%	28%[59 µM]	5%	-11%	0	-23%
S=c1[nH]nc(-c2ccncc2)n1/N=C/c1cccc(Cl)c1
 : ?	-34%	-18%	35%	1µM*	-24%	11µM*	-3	-5%
CN(Cc1ccccc1F)C(=O)c1ccc2c(=O)n3c(nc2c1)CCC3
 : -27%	-2%	-11%	27%	-20%	-26%	-4%	2	-4%
CC(C)CNS(=O)(=O)c1ccc(CCC(=O)NCc2ccncc2)cc1
 : ?	-9%	-3%	46%[activator]	.	7%	-19%	0	-4%

Continuation:
Order of results – ALOX12 inh	BAZ2B block	GLS inhibitor	HP1b chromo inh	G9a block	RGS4 inh	JMJD2A Tudor inh	PI4K2A inh	ERG Ets-DNA blk
COC(=O)c1cccc(C(=O)N2CCCC(C(=O)c3ccccc3OC)C2)c1 (stereo not drawn)
 : 0%	-4%	-2%	32%	14%[0.501 µM]	5%	-5%	-3	10%
CSc1cccc(NC(=S)NN(C)C)c1
 : 0%	-6%	-13%	10%	5%	4%	0%	3	-6%
Cc1cnc(C(=O)Nc2ccc(S(=O)(=O)N(C(C)C)C(C)C)cc2)cn1
 : 0%	-15%	-12%	39%	0%[0.501 µM]	-10%	-3%	0	-10%
COc1ccccc1N1C(=O)CSC1=S
 : 4%	?	19%	23%	18%	-1%	-18%	-4	51%[activator]
